TbPYK inhibitor = blocks Trypanosoma brucei pyruvate kinase | Q57TT1 | TbPYK enzyme, Kinase-Glo Plus ATP luminescence, 45 min | Potency, µM (doses to about 76.8 µM), for inactives: top-dose activity, negative = inhibition, most hits filed as inhibitors | 410,000 tested, 0.12% active | AID 624173; also: potency is read from the fitted curve at half-maximal effect; % is scaled to controls: 0 for no effect and ±100 for the full control effect; nearly all actives have a fitted effect of over 50% in size
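Luminescence from Kinase-Glo Plus, added after a 45-minute room-temperature reaction, served as the end-point read-out. The enzyme and substrate were preincubated with compound before ADP (130 uM final) initiated turnover. Concentration-effect curves came from normalized qHTS data.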
HCV inhibitor = HCV inhibition; 340,000 tested, 3.4% active; Huh7.5.1 HCVcc-Cre infection, luciferase reporter, 44 h; Potency, µM (series often up to 41.8 µM), inactives show top-dose activity change, negative = inhibition, most hits filed as inhibitors; AID 651820; also: potency is read from the fitted curve at half-maximal effect; % is scaled to controls: 0 for no effect and ±100 for the full control effect
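After 44 h co-culture of compound, cells and HCVcc-Cre (~0.5 moi), substrate is added for 15 min at room temperature and luciferase measured over 15 sec. Cells were seeded at 1,000/well and pre-cultured 4 h.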
Shiga toxin inh = blocks Shiga toxin action in Vero cells; 290,000 tested, 9.2% active; Vero cells, Shiga toxin protein synthesis inhibition reporter; inhibition, % at 38.7 µM; in the data active = inhibition mostly above about 28%, no sharp cut-off; inactive = mostly below about 43%; also: 0% is about no effect
Pf growth 96h = P. falciparum growth inhibition at 96 hours. Potency, µM (highest dose often 28.7 µM), for inactives: top-dose activity change, negative = inhibition, actives largely listed as inhibitors. 320,000 tested, 6.9% active. P. falciparum luciferase reporter growth, 96 h; also: potency is read from the fitted curve at half-maximal effect; % is scaled to controls: 0 for no effect and ±100 for the full control effect
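Erythrocytes infected with luciferase-expressing P. falciparum were dispensed at 2% hematocrit and 0.05% parasitemia (final), then incubated with compounds 96 hours at 37 C in 5% CO2. Luminescence after detection reagent addition reported growth.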
CHX counter = affects cycloheximide protein synthesis inhibition readout, counter-screen | cell reporter, cycloheximide protein synthesis inhibition counterscreen | max response, % | 300,000 tested, 12% active | AID 2314; in the data active = max response mostly above about 13%, no sharp cut-off; inactive = mostly below about 14%; also: read at 38.3 µM for the half of the compounds with a filed dose; 0% is about no effect
LmPK inh = blocks Leishmania mexicana pyruvate kinase activity; Potency, µM (highest dose often 57.5 µM), without a hit: at the top dose activity change, negative = inhibition, actives largely listed as inhibitors; 290,000 tested, 0.37% active; AID 1721; purified LmPK, Kinase-Glo ATP luminescence, 1 h; also: potency is read from the fitted curve at half-maximal effect; % is scaled to controls: 0 for no effect and ±100 for the full control effect
Target sequence (Q27686 whole entry, looked up): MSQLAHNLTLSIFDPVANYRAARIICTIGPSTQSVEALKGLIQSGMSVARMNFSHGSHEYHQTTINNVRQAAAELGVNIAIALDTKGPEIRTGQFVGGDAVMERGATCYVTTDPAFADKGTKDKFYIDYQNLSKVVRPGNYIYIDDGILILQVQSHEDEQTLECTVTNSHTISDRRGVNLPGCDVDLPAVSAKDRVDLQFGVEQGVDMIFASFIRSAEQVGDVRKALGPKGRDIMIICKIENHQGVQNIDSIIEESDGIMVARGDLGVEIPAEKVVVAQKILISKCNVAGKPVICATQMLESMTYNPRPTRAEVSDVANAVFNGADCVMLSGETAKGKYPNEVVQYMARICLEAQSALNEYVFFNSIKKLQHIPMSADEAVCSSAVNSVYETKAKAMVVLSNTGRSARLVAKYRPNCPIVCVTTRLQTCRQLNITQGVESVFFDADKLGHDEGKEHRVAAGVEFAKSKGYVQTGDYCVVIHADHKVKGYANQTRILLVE
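Purified LmPK (0.1 nM) with 0.5 mM PEP and 0.1 mM ADP in imidazole buffer pH 7.2 with MgCl2/KCl, 1 h at room temperature. ATP formed was read by luciferase luminescence and normalized to no-enzyme and uninhibited controls.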
Pf growth 48h = inhibits P. falciparum growth in the first generation, 48 h | P. falciparum luciferase growth in erythrocytes, 48 h | Potency, µM (highest dose often 28.7 µM), for the others: at the top dose activity change, negative = inhibition, hits mostly inhibitors | 310,000 tested, 5.9% active | AID 504832; also: potency is read from the fitted curve at half-maximal effect; % is scaled to controls: 0 for no effect and ±100 for the full control effect
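Growth was read as firefly luciferase luminescence after a 48 h, 37 C, 5% CO2 exposure of compounds to reporter-bearing P. falciparum cultures (0.1% parasitemia, 2% hematocrit final) in Albumax-supplemented RPMI 1640.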
Active calls of the source: *; u = inconclusive; x = no result given; & = joins results of further samples; [ ] = remark or other dose. Unless noted, calls follow the shape of the dose curve; as a rule, active = well fitted curve in the direction sought with a large enough effect; inconclusive = small, poorly fitted or top-dose-only effect, or another doubt; inactive = no such curve, though single readings can be large; an effect the other way counts as inactive or inconclusive.

Structure | Pf growth 48h | TbPYK inhibitor | CHX counter | Shiga toxin inh | HCV inhibitor | Pf growth 96h | LmPK inh
Cc1nc2c(-c3ccc(F)cc3)c(C)nn2c(C)c1CCC(=O)NC(C)CCc1ccco1 (configuration not stated) | -18% | -3% | -2 | 10 | u | 50%[activator] | 2%
CCn1c(SCC(=O)NCc2cccs2)nnc1-c1cccs1 | -1% | -1% | -2 | -2 | 13% | -4% | -10%
C/C(=N\N1CCN(c2ccccc2)CC1)c1ccncc1 | 20% | -5% | 22* | 46* | 30% | 45%[activator] | 2%
CCOC(=O)CSc1nc(C(C)(C)C)cc(C(F)(F)F)c1C#N | 7% | 3% | -2 | -31 | 13% | x | -2%
COc1ccc(Br)cc1/C=C/C(=O)NCC(=O)O | 14% | -1% | 13 | -5 | 22% | 31%[activator] | -1%
CC1(C)Cc2c(sc3nc(-c4cccs4)n(N)c(=O)c23)CO1 | 84%[activator] | -8% | 36* | 57 | x | x | 9%
Cn1c2ccccc2c(=O)n2c(=O)c3ccccc3cc12 | 19% | x | 0 | 21 | x | 12% | -10%
O=C(/C=C/c1ccco1)NC(=S)Nc1ccc(C(=O)O)cc1 | x | -8% | 23* | 52* | 9% | 39%[activator] | -3%
CCCN1C(=O)c2cc(C(=O)NC3CCCCCC3)ccc2C1O (configuration not stated) | 11% | -4% | 34* | 41* | 8% | u | -7%
COc1ccc(Nc2c3ccccc3nc3ccccc23)cc1 | 4.1µM* | -4% | 22* | 44* | u | 43%[activator] | 7%
CC(C)=CCN1CCNC(=O)C1CC(=O)NCc1nc(C)c(C)s1 (configuration not stated) | 0% | -1% | -3 | -3 | 9% | 2.3µM* | 2%
CCOC(=O)c1c(NC(=S)Nc2ccc(C)cc2)sc2c1CCC2 | u | 0% | -6 | -13 | u | 2% | -1%
Cc1c(C(=O)Nc2ccccc2)sc2ncn(CC(=O)N3CCCCC3)c(=O)c12 | -26% | 0% | 5 | -4 | -12% | u | 0%
CCn1nc(C)c(C2C(C#N)=C(N)Oc3n[nH]c(C)c32)c1C (configuration not stated) | -4% | 2% | -5 | -6 | 8% | -24% | -2%
O=C(Cc1ccccc1)NNC(=O)C1CCN(c2ncccn2)CC1 | -14% | -1% | 6 | -12 | -21% | -16% | -1%
CN(C)c1ccc(NC(=O)CSc2nnc(-c3cccs3)n2Cc2ccco2)cc1 | x | -26% | 12 | 29 | -8% | 5% | 4%
O=C(CSc1ncnc2c1nnn2Cc1ccccc1F)NCC1CCCO1 (configuration not stated) | 15µM* | 1% | -2 | -8 | 2% | u | -1%
Cc1cccc(N(C)S(=O)(=O)c2ccc3c(c2)NC(=O)CC(=O)N3)c1 | u | 5%&-4% | -5 | -2 | 6% | -25% | 4%
O=C(N/N=C/c1cccc(OC2CSC2)c1)c1ccccc1O | u | -1% | 26* | 85 | 1% | 17% | 1%
Cc1ccc(NC(=O)c2cccc(S(=O)(=O)N3CCCc4ccccc43)c2)nc1 | 4.1µM* | -6% | x | x | 10µM* | u | x
C[n+]1c(-c2ccccc2)c2cc(N)ccc2c2ccc(N)cc21 | u | -5% | -7 | -14 | 2.5µM* | -22% | -12%
Cc1ccc(CNC(=O)c2cccc(-n3cnnn3)c2)cc1 | x | 2% | 17 | -5 | x | u | 7%
CCOCc1c(C(=O)Nc2ccc3nc(N4CCOCC4)sc3c2)oc2ccccc12 | 15µM* | -3% | x | x | u | u | x
CC(Sc1nc2c(c(=O)n(C)c(=O)n2C)n1Cc1cc2c(cc1Cl)OCO2)C(=O)O (configuration not stated) | 5% | 2% | -1 | 22 | 20% | 19% | -3%
O=C(NCCN1CCN(C(=O)c2ccc(Br)cc2)CC1)c1ccc(Br)cc1 | -1% | 5% | -1 | -11 | u | 6% | -4%
CSc1cccc(NC(=S)N2CCCN(Cc3ccc(F)cc3)C2)c1 | u | -5% | 11 | 25 | -14% | -1% | -2%
CN(C)C=Nc1ncc2c3ccccc3n(Cc3ccccc3)c2c1C#N | 12% | -9% | 7 | 23 | 0% | x | -1%
O=C(NNC(=O)c1ccc2ccccc2n1)c1ccc(O)cc1 | u | 0% | x | x | u | u | x
COCCCn1c(Cc2csc(Nc3ccccc3)n2)nnc1SCC(N)=O | -16% | -3% | -2 | 1 | -1% | u | 3%
Cc1sc(NC(=O)c2ccccc2F)c(CN2CCCCC2C)c1C (configuration not stated) | 0% | -3% | 71* | 61* | 0% | 0% | -3%
CCOC(=O)CN1CC23C=CC(O2)C(C(=O)NCc2ccc(C)cc2)C3C1=O (configuration not stated) | x | 4% | -1 | 20 | 12% | 10µM* | 4%
CCOc1ccc(OCc2cccc(C(=O)Nc3ccc(CN4CCCCC4)cc3)c2)cc1 | u | -13% | 122* | 87* | u | u | -5%
N#CC1=C(N)SC(N)=C(C#N)C1CCC1CCCCC1 | -11% | x | 1 | -4 | -14% | 4%[5.75 µM] | -1%
CCOc1ccc2[nH]c3c(NCCO)ncnc3c2c1 | 11% | 1% | 20* | 36 | 13% | 12% | -1%
CN(CC(=O)N1CCc2ccccc21)S(=O)(=O)c1cccs1 | x | -6% | 61* | 99* | 8% | 1% | 2%
O=C(CCC(=O)NC1CCCCC1)Nc1cccnc1 | -6% | 9% | 1 | -2 | -7% | 0% | -1%
O=C(NCCCN1CCCC1=O)c1cccc(C(F)(F)F)c1 | 3% | 1% | -1 | -1 | 7% | 8.3µM* | -3%
COCC(=O)Nc1c(C(=O)Nc2ccc3c(c2)OCO3)oc2ccccc12 | 45%[activator] | 2% | 7 | 11 | 8% | 218%[activator] | 0%
COc1ccc(S(=O)(=O)N2CCCCCC2)cc1NC(=O)CN1C(=O)NC(C)(c2ccccc2)C1=O (configuration not stated) | 9.3µM* | 0% | x | x | u | 4.1µM* | x
COc1ccc(NC(=O)CSc2nc3ccccc3n2-c2ccccc2)c([N+](=O)[O-])c1 | u | -8% | -4 | 0 | u | 0% | 4%
COc1ccc(NC(C)=[N+](C)CCNS(=O)(=O)c2ccc(Cl)cc2)cc1 | 47%[activator] | u | 5 | -9 | 10% | 0% | 9%
COc1ccc(S(=O)(=O)N2CCC3(CC2)OCCN3S(=O)(=O)c2cccs2)cc1 | u | 4% | x | x | u | u | x
CCc1c(C)nc(SCC(=O)Nc2c(C)n(C)n(-c3ccccc3)c2=O)[nH]c1=O | 6% | 3% | -2 | -17 | 19% | u | 0%
Cc1ccc2c(c1)N(Cc1ccccn1)C(=O)C(C)O2 (configuration not stated) | 9% | -2% | -9 | -14 | 15% | -14% | -2%
Cc1ccc(NC(=O)CSc2nnc3ccc(-c4ccncc4)nn23)cc1 | 22% | 2% | x | x | 15% | 80%[activator] | x
CCC(C)n1cnc2c(c1=O)c1nc3ccccc3nc1n2Cc1ccccc1OC (configuration not stated) | u | 2% | -4 | -11 | 2% | u | 5%
COc1ccc(-c2nnn(-c3ccc(Cl)cc3Cl)c2N)cc1 | 43%[activator] | -2% | -3 | -2 | -10% | -13% | -2%
CCOC(=O)CSc1nnc(Cc2cc(=O)[nH]c(=O)[nH]2)n1-c1cccc(OC)c1 | u | 2% | -3 | -12 | 1% | 0% | -4%
CC(Sc1nc(-c2ccccc2)cc(C(F)(F)F)n1)C(=O)Nc1sc2c(c1C(N)=O)CCC2 (configuration not stated) | u | -10% | -6 | -6 | 17% | u | 5%
COc1ccc(C(=O)COC(=O)c2ccccn2)cc1OC | 8% | 2% | x | x | 12% | 3% | x
CC(C)n1cc(/C=N/Nc2ccc(C(=O)O)cc2)c2ccccc21 | 34%[activator] | -7% | 58* | 54* | -3% | 260%[activator] | 1%
COc1cccc(NC(=O)COC(=O)C2C3CC4OC(=O)C2C4C3)c1 (configuration not stated) | 6% | -1% | 21* | 29 | -13% | 7% | -3%
Cc1ccc(CN2CCN(C(=O)c3ccco3)CC2)cc1 | u | 5% | -3 | 11 | -8% | u | -2%
Cc1nc2nc[nH]n2c(=O)c1NS(=O)(=O)c1ccc(C(C)(C)C)cc1 | 10% | 1% | -2 | -10 | 15% | 3% | 13%
CSc1nc2ccc(S(=O)(=O)N3CCCC3)cc2s1 | -8% | 3% | -2 | 25 | -10% | x | 3%
COc1ccc(-c2nnc(NC(=O)C3CC3)o2)cc1 | 16% | -1% | 16 | 54 | 24% | 13% | -5%[11.5 µM]
Cc1nn(C)c(C(=O)Nc2cccc(Nc3ccccc3)c2)c1[N+](=O)[O-] | 4% | x | 3 | -8 | x | -4% | -3%
COc1ccccc1C(=O)NNC(=O)c1ccc(Br)cc1 | 23% | -1% | 10* | 15 | -28% | 12% | 7%
O=c1[nH]cc(S(=O)(=O)NCc2ccccc2)c(=O)[nH]1 | 27% | -7% | 9 | -2 | 7% | 25% | -4%
CC(C)(CN)CC(=O)O | u | 1% | 1 | -9 | 11% | -13% | 2%

Part of the list above, with values under each structure:
Each structure is followed by: Pf growth 48h	TbPYK inhibitor	CHX counter	Shiga toxin inh	HCV inhibitor	Pf growth 96h	LmPK inh
> CC(C)(CN)CC(=O)O
→ u	1%	1	-9	11%	-13%	2%
> Cc1nc2nc[nH]n2c(=O)c1NS(=O)(=O)c1ccc(C(C)(C)C)cc1
→ 10%	1%	-2	-10	15%	3%	13%
> CC(Sc1nc(-c2ccccc2)cc(C(F)(F)F)n1)C(=O)Nc1sc2c(c1C(N)=O)CCC2 (configuration not stated)
→ u	-10%	-6	-6	17%	u	5%

(further entries)
Structure | Pf growth 48h | TbPYK inhibitor | CHX counter | Shiga toxin inh | HCV inhibitor | Pf growth 96h | LmPK inh
Cc1ccc(OCC(=O)NCc2ccc3c(c2)OCO3)c([N+](=O)[O-])n1 | 21% | -4% | -1 | -3 | -5% | 29% | 10%
CCC1CCCCN1CCCNC(=O)C1CCCN(S(=O)(=O)N2CC(C)CC(C)C2)C1 (configuration not stated) | -33% | 3% | -1 | -12 | -13% | 0% | 11%
CCOc1ccc(N2CC(O)(c3cccs3)[N+]3=C2CCCC3)cc1 (configuration not stated) | u | 0% | -5 | -4 | -7% | u | 3%[11.5 µM]
CC(=O)c1cccc(NC(=O)c2cnn(-c3ccccc3)c2C)c1 | 97%[activator] | 0% | 45* | 90* | -16% | 98%[activator] | 1%
COc1ccccc1N(CC(=O)NCc1ccccc1)C(=O)CCC(=O)Nc1nccs1 | -19% | 5% | -8 | -10 | -10% | -24% | -1%
CN(C)C(CNC(=O)C1CCN(S(=O)(=O)c2ccc(Cl)cc2)CC1)c1ccccc1 (configuration not stated) | u | 2% | -4 | -4 | -4% | u | -3%
COc1ccccc1NC1=C(Cl)C(=O)N(C2CCCCC2)C1=O | u | -1% | 1 | 16 | 13% | -20% | 0%
CC(O)c1c(OCc2ccccc2)ncnc1OCc1ccccc1 (configuration not stated) | -19% | -1% | 13 | 13 | u | 84%[activator] | 8%
COc1ccc(S(=O)(=O)Nc2cccnc2)cc1OC | 0% | 3% | 1 | -7 | 19% | u | 1%
CCc1ccc(CN(C)C(=O)CCc2nnc(Cc3cccc(C)c3)o2)nc1 | u | 1% | 2 | 23 | -6% | u | 0%
CCN(CC)C(=O)CSc1nc(N)c2c3c(sc2n1)CC(C)CC3 (configuration not stated) | x | 4% | 21* | 57* | -18% | u | 5%
O=C(NNc1ncccc1Cl)c1c(Cl)cccc1Cl | -8% | -3% | 6 | -6 | 16% | u | -6%
CC1(C)CC2CC(C)(CN2C(=O)COC(=O)c2cccc(O)c2)C1 (configuration not stated) | u | 1% | x | x | 16% | -15% | x
